AP complement – alternative complement pathway inhibitors, primary screen, biochemical, ELISA, human serum, orthogonally pooled compounds; 62,000 compounds, 0.08% hits; inhibition, % at 5 µM; LPS-coated ELISA, C3 deposition; tested in compound mixtures;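 active = inhibition above 30% in each of the two pooled mixtures holding the compound, so the lower value exceeds 30%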;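 also: 0% = serum in Mg-EGTA without compound and 100% = EDTA serum blank; some compounds past the cut are filed as inactive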
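Test system: human serum alternative complement pathway, C3 deposition on LPS-coated wells; also added: Plate-bound LPS; doses: 5 µM per compound in ten-compound mixtures; schedule: 1 h at 37 °C; detection: Anti-C3 ELISA, OD 450 nm; evaluation: percent inhibition of C3 deposition onto LPS; repeats: two pool placements per compound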
CatS block – inhibitors of human cathepsin S, biochemical, compound mixtures; recombinant cathepsin S, AMC dipeptide fluorescence, pooled mixtures; P25774; AID 501, 2006; inhibition, %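 (tested at 5 µM per compound within 10-compound mixtures)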; 62,000 compounds, 0.06% hits; in the data active = inhibition above about 32%, passing the limit was not always enough;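 also: 0% = enzyme without compound and 100% = blank without enzyme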
CatB mixtures – cathepsin B inhibitors from pooled compounds, primary screen, biochemical, compound mixtures, AMC fluorescence; P07858; Purified cathepsin B, AMC dipeptide fluorescence; inhibition, %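 (ten-compound pools at 5 µM per compound and 50 µM total)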; 62,000 compounds, 0.06% hits; AID 488, 2006; in the data active = inhibition above about 22%, passing the limit was not always enough;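 also: 0% = enzyme without compound and 100% = no enzyme blank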
JNK3 inh – JNK3 kinase activity inhibitors, primary screen, biochemical, human, purified enzyme. Mitogen-activated protein kinase 10 (Homo sapiens), P53779. HTS. inhibition, % at 8 µM. 60,000 compounds, 0.61% hits. AID 746, 2007; in the data active = inhibition above about 17%;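 also: 0% = DMSO and 100% = reference inhibitor; many of its hits are not listed in these tables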
PKA kinase inh – inhibitors of human PKA kinase activity, primary screen, biochemical, ATP-depletion luminescence, Kemptide substrate | PKA Kemptide phosphorylation, Kinase-Glo ATP luminescence | AID 524, 2006 | 65,000 compounds, 0.1% hits | cAMP-dependent protein kinase catalytic subunit alpha (Homo sapiens), P17612 | inhibition, % at 6 µM;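 active = inhibition above the screen-wide mean inhibition plus 3 SD, cut at about 21% in these data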; also: many of its hits are not listed in these tables
E coli RNAP – E. coli RNAP inhibitors, biochemical | DNA-directed RNA polymerase subunit beta (Escherichia coli (strain K12)), P0A8V2 | E. coli RNA polymerase, fluorescence transcription assay | inhibition, %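 (tested at 10 µM)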 | 62,000 compounds, 0.2% hits | AID 559, 2006; in the data active = inhibition above about 20%;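 also: 0% = enzyme without compound and 100% = no enzyme blank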
Target sequence (P0A8V2 whole entry, looked up): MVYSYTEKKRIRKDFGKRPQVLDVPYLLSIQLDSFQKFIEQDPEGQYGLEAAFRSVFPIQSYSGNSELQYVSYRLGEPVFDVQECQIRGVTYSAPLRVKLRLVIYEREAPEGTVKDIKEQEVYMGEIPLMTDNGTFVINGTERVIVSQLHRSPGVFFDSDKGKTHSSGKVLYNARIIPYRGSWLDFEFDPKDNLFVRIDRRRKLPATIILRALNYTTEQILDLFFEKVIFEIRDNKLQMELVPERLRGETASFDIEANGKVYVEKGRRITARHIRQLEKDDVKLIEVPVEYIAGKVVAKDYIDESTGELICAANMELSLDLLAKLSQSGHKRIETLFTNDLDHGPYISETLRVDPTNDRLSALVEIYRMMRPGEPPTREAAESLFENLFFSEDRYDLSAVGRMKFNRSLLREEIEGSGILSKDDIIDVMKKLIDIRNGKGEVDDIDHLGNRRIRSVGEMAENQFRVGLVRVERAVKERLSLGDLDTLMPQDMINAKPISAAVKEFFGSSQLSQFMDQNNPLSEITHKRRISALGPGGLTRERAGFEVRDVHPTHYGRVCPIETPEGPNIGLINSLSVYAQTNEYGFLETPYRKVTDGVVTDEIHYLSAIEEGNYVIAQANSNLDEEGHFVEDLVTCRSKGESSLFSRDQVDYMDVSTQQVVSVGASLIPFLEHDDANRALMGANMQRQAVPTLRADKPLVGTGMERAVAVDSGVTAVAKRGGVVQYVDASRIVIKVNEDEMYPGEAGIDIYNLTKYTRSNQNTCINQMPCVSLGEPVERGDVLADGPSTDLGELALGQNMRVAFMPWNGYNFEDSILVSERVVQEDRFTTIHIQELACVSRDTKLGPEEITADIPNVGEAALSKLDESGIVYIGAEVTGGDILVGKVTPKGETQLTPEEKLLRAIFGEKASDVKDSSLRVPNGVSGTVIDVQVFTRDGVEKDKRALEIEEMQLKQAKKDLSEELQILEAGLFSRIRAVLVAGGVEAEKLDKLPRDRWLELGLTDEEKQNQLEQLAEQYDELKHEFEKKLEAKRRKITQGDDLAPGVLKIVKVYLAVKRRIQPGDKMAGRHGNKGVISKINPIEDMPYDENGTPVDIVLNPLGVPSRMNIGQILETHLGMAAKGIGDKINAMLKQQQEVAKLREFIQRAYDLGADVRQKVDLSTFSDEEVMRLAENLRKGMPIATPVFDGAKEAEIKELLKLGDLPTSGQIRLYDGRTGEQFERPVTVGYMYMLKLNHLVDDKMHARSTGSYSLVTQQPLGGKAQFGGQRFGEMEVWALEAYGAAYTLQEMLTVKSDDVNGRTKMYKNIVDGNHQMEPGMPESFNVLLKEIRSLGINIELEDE
ROCK2 inh – inhibitors of human ROCK2 kinase, primary screen, biochemical, high-throughput, luminescence; 60,000 compounds, 0.35% hits; Rho-associated protein kinase 2 (Homo sapiens), O75116; inhibition, % at 6 µM; purified ROCK2, Kinase-Glo ATP depletion luminescence;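 active = inhibition above the screen-wide mean inhibition plus 3 SD, cut at about 18% in these data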;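 also: plate controls were DMSO wells for no effect and Y-27632 control wells after no-enzyme background subtraction for full effect; many of its hits are not listed in these tables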
CatB inh – human cathepsin B inhibitors, primary screen, biochemical, fluorogenic substrate. AID 453, 2006. inhibition, %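 (tested at 10 µM)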. purified cathepsin B, fluorescence. 63,000 compounds, 0.1% hits. P07858; in the data active = inhibition above about 21%;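 also: 0% = enzyme with no compound and 100% = no enzyme blank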
RORa activator – activators of orphan receptor RORA, primary screen, cell-based, luminescence; activation, % at 10 µM; Nuclear receptor ROR-alpha (Homo sapiens), P35398; AID 560, 2006; 65,000 compounds, 1.5% hits; CHO-K1 Gal4-RORA LBD luciferase reporter; percent increase over mock-subtracted basal signal;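 active = activation above the mean of all tested compounds plus 3 SD, cut at about 49% in these data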;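 also: 0% = DMSO-treated RORA cells and 100% = added signal equal to DMSO minus mock-transfected cells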
Starred values were filed as active, the others as inactive; . = not tested or not shown. These rows are one share of the data, so the mix of outcomes need not match the whole.

SMILES	AP complement	CatS block	CatB mixtures	JNK3 inh	PKA kinase inh	E coli RNAP	ROCK2 inh	CatB inh	RORa activator
Cn1c(SCC(=O)Nc2ccc(F)cc2)nnc1-c1cccnc1	-1.1	-1.2	9.9	-0.3	2.1	4.5	-7.8	2.4	40.5
Fc1ccccc1COc1ccc(/C=N/n2cnnc2)cc1	16.1	-4.9	2.9	-2.4	5.9	4.7	8.0	5.6	14.6
Cc1c(/C=N/n2cnnc2)c2ccccc2n1CCOc1ccc(Cl)cc1	21.3	12.8	30.2	.	-5.2	-2.8	.	1.8	1.9
CCCC(=O)Nc1cccn(Cc2ccccc2Br)c1=O	8.8	5.5	-4.1	2.9	1.5	6.1	-4.1	1.2	6.4
COc1ccc(-n2nnnc2SCC(=O)c2cc3ccccc3o2)cc1	-0.8	1.6	-1.8	3.0	5.9	8.2	6.0	4.8	-12.7
C=C(C)CSc1nnc(-c2cc(OC)c(OC)c(OC)c2)n1N	5.2	-2.5	4.9	.	0.4	5.0	.	5.0	-1.4
COc1cccc(-c2nc(CS(=O)CC(=O)NCc3ccccc3)c(C)o2)c1 (stereo not given)	17.0	-5.3	2.0	2.5	15.7	7.8	2.6	3.5	-7.7
CC(=O)Nc1cccc(NC(=O)CCCC(=O)O)c1	-5.9	-3.8	2.9	-9.4	10.3	4.2	7.1	.	3.6
CC(=O)N=c1sc(C(C)(C)C)c(C)n1C	15.3	7.8	-6.6	2.6	7.8	8.9	4.8	0.8	14.6
Cc1cc(C)n(C(=O)c2cccc(S(=O)(=O)N3CCOCC3)c2)n1	-23.6	9.9	3.0	2.8	5.6	-9.9	5.7	-0.6	-24.1
Cc1ccc(-c2noc(CCC(=O)NCCCN3CCN(c4cccc(Cl)c4)CC3)n2)cc1	11.9	3.7	2.8	0.5	0.8	13.2	7.0	1.1	4.1
CC(=O)c1ccc(NC(=O)c2cc(CC(C)C)on2)cc1	-15.6	6.5	1.5	2.6	8.7	-13.4	1.4	-1.5	13.8
COc1cccc(NS(=O)(=O)c2cn(C)c(=O)n(C)c2=O)c1	1.5	7.7	-2.5	4.8	2.6	8.4	6.0	3.0	-6.3
O=C(Nc1cccc2cccnc12)c1ccc(Br)o1	5.7	21.5	1.5	4.8	-2.9	6.2	3.3	0.8	15.8
O=C(CSc1nnc(Cc2ccccc2)n1Cc1ccco1)NC1CCCC1	-31.1	9.1	3.7	-4.0	-2.0	3.8	-11.2	5.2	-1.9
O=C(CSc1nccc2ccccc12)N1CCN(c2ccccn2)CC1	28.4	-6.8	3.4	-0.3	-2.9	3.7	2.3	-5.6	-13.2
CCOC(=O)CSc1nnc(CNC(=O)c2ccccc2OC)n1-c1ccc(OC)cc1	2.2	6.6	0.4	-3.1	1.5	1.4	-1.1	3.8	-4.1
N#Cc1nc(-c2ccc(OCc3ccc(Cl)cc3)cc2)oc1NCCCn1ccnc1	-5.4	-1.6	1.9	-1.8	-7.0	5.5	0.8	-1.9	-21.9
O=S(=O)(c1cccc(S(=O)(=O)N2CCN(c3ncccn3)CC2)c1)N1CCOCC1	5.3	-1.1	-4.6	.	-4.7	8.8	.	2.1	-13.2
CCCOc1ccccc1Cn1c(=O)oc2ccc(C)cc21	-2.0	9.4	5.7	.	-0.8	1.8	.	8.9	15.3
O=C(NCc1ccco1)c1cc(-c2cccs2)on1	9.3	2.1	1.0	0.6	-4.8	-3.2	-0.3	-1.0	67.4*
CCOC(=O)CCN(Cc1cccs1)S(=O)(=O)c1ccc(F)cc1	7.8	-3.1	3.2	.	4.2	11.5	.	4.3	-13.1
O=C(CSCC(=O)N1CCOCC1)Nc1ccccc1	10.7	-3.6	2.8	5.2	0.5	1.4	3.3	-4.6	19.2
CC1=C(NCCc2ccccc2)CCC1=O	-13.4	2.1	-2.8	-1.6	6.2	-2.1	3.4	2.8	-8.1
CCOc1ccc(OCc2ccc(C(=O)OCc3ccccn3)o2)cc1	2.9	1.4	0.8	7.9	4.5	10.0	1.8	2.7	-57.9
(cont.)
SMILES	AP complement	CatS block	CatB mixtures	JNK3 inh	PKA kinase inh	E coli RNAP	ROCK2 inh	CatB inh	RORa activator
CC1(C)NC(=O)N(CCOc2cccc(Cl)c2Cl)C1=O	4.9	7.0	-4.0	9.1	6.5	-3.4	-0.8	-2.0	-14.4
COc1ccc(OC)c2[nH]c(=O)c(CCNC(=O)C(C)(C)C)cc12	-1.9	5.9	0.6	-12.1	2.9	2.1	-2.4	3.5	6.0
Cc1cccc(NS(=O)(=O)c2ccccc2)n1	10.4	-3.5	2.5	6.8	8.2	9.9	0.6	2.8	-9.0
CCn1c(Cc2cccs2)nnc1SCC(=O)Nc1ccc(OC)c(OC)c1	-0.9	11.1	-6.4	-5.9	6.0	5.1	-1.7	1.0	-2.6
CCOC(=O)c1ccc(Nc2ncnc3c2cnn3C)cc1	4.5	6.1	-4.8	5.5	9.8	6.0	3.3	-0.1	23.6
CC(O)Cn1ccccc1=N (stereo not given)	.	.	.	-9.6	-4.5	-1.8	-1.8	-1.0	-12.5
CCOC(=O)c1[nH]c2ccc(Br)cc2c1NC(=O)CNC	-3.4	11.2	-10.5	-0.2	3.2	10.4	-1.4	-1.3	13.0
COc1ccc(CN(C(=O)CNC(=O)c2ccco2)C(C(=O)NC2CCCC2)c2ccco2)cc1 (stereo not given)	-7.1	-15.1	-1.9	0.8	1.9	-15.7	1.5	-0.3	-2.8
Cn1c(SCC(=O)NC2CCCCCC2)nnc1-c1cccs1	13.7	-2.0	1.6	-0.5	6.4	2.0	9.0	-1.7	18.1
COc1cccc(OC)c1C(=O)N1CCOCC1	20.2	-3.5	9.3	-4.8	5.1	6.6	3.5	-1.1	-12.8
CC12CN3CC(C)(CN(C1)C3c1ccc3c(c1)OCO3)C2=O (stereo not given)	7.5	21.8	4.6	-1.4	-2.4	8.7	0.5	1.1	-2.6
Cc1cc(C)n(-c2nc3ccccc3nc2Nc2ccc3c(c2)OCO3)n1	3.2	-2.8	-2.1	-1.3	11.7	-0.9	-0.6	-1.2	20.3
O=C(c1ccccc1)C(CCC(CN1CCOCC1)C(=O)c1ccccc1)CN1CCOCC1 (stereo not given)	2.7	-1.0	4.3	4.8	2.0	8.8	-7.9	4.3	-55.5
Cc1ccccc1N1CC(c2nc3ccccc3[nH]2)CC1=O (stereo not given)	4.8	-1.5	3.1	6.7	3.6	9.2	0.2	3.2	-9.5
CCC(C(=O)NC1CCCC1)N(C(=O)Cn1nnc(-c2ccc(OC)c(OC)c2)n1)C1CCCCC1 (stereo not given)	6.6	-2.2	-2.1	-7.3	-4.2	1.0	-1.9	1.0	-18.3
COc1ccc(N/C=C(\C#N)c2nc3ccccc3n2C)c(OC)c1	.	.	.	-1.7	4.2	.	6.9	.	10.2
COc1ccc(OC)c(S(=O)(=O)N2CCC(C(=O)N3CCN(Cc4ccccc4)CC3)CC2)c1	-2.1	29.7	10.9	3.6	5.7	8.6	2.0	6.4	-10.6
CN(C)CCN1C(=O)C(=O)/C(=C(/O)c2ccc(F)cc2)C1c1ccccc1 (stereo not given)	-4.2	11.6	-1.4	3.9	-8.0	2.4	-3.3	1.1	23.6
Cc1cccc(OCC(=O)Nc2cccc(O)c2)c1	-7.0	9.4	-2.5	1.9	2.9	8.1	6.8	2.5	0.2
CCOC(=O)CCCCC(=O)c1[nH]c(=O)[nH]c1CN1CCOCC1	-1.2	5.5	-4.7	-13.8	8.8	3.3	8.0	0.9	4.8
O=C(OC1CCOC1=O)c1ccc2ncsc2c1 (stereo not given)	11.7	24.2	0.3	-2.2	8.5	7.4	1.3	1.7	-2.2
CCOC(=O)C1CCN(C(c2ccc(OC)c(OC)c2)c2sc3nc(C)nn3c2O)CC1 (stereo not given)	15.2	-0.8	1.6	3.1	5.2	-0.5	-6.8	0.6	15.5
COc1ccc(C2C(C(=O)c3sc(C)nc3C)=C(O)C(=O)N2CCN2CCOCC2)cc1 (stereo not given)	5.8	-11.2	5.2	10.1	3.2	7.6	6.8	6.6	-5.7
c1ccc(CNc2ncnc3nc[nH]c23)nc1	4.9	6.9	2.1	5.1	10.0	8.1	6.5	-0.4	-4.4
COC(=O)Cn1nc(-c2ccccc2)c2ccccc21	30.4	-3.1	3.2	3.5	4.6	4.4	3.8	7.9	-8.1
Continued.
SMILES	AP complement	CatS block	CatB mixtures	JNK3 inh	PKA kinase inh	E coli RNAP	ROCK2 inh	CatB inh	RORa activator
Cc1ccnc(SCC(=O)Nc2sc3c(c2C#N)CCCC3)n1	-6.5	6.3	0.4	0.0	5.1	13.3	-0.6	4.4	-45.8
O=C(Cn1nc(C(F)(F)F)c2c1CCCC2)Nc1ccc2c(c1)OCO2	6.4	-3.4	3.0	-9.6	0.4	2.1	1.8	0.9	-15.5
COC(=O)C1CCN(C(=O)NC(C)(C)C)CC1	-5.6	25.7	3.4	6.0	-5.9	12.8	11.2	-3.4	-19.5
CCS(=O)(=O)N1CCC(C(=O)NCc2ccco2)CC1	9.4	-2.4	0.0	0.9	12.7	2.3	3.1	0.9	-12.9
COc1cc(OC)cc(C(=O)NC2CCSC2=O)c1 (stereo not given)	16.2	-5.4	0.9	-2.4	-2.4	3.6	-4.2	-0.1	4.4
CC(=O)N1CCN(Cc2cc(=O)n3cc(Cl)c(C)c(Cl)c3n2)CC1	-5.0	-7.0	-6.8	-3.4	-1.9	-4.5	-1.4	0.4	12.4
O=S(=O)(c1ccc(Oc2ccccc2)cc1)N1CCOCC1	5.2	1.2	0.2	-0.9	8.7	7.1	6.4	-4.8	-18.0
O=C(CSc1nc(-c2ccccc2)cs1)Nc1nccs1	-5.0	6.5	-0.1	4.1	9.0	10.7	15.3	4.1	-12.4
CCN(CC)S(=O)(=O)c1cccc(C(=O)OCC(=O)N2CC(=O)Nc3ccccc32)c1	-0.6	4.8	-3.9	0.7	2.6	6.2	0.3	-1.3	-9.1
O=C(Nc1ccc2oc(-c3ccccc3F)nc2c1)c1ccc2c(c1)OCCO2	1.6	7.5	0.6	-5.2	-3.8	4.1	-2.5	0.9	61.1*
O=C(c1ccco1)N1CCN(c2ccc(S(=O)(=O)N3CCCC3)cc2)CC1	27.1	-8.0	0.3	-8.3	-4.6	1.9	-5.4	-0.2	-28.5
Cc1ccc(S(=O)(=O)N2CCCCC2C(=O)N2CCN(Cc3ccccc3)CC2)cc1 (stereo not given)	3.3	-4.3	5.1	0.5	-0.4	6.5	4.9	3.4	-26.5
O=C(CN1CCCC1)NCC1(c2ccccc2)CCOCC1	2.4	8.1	2.4	-15.2	-7.2	-4.4	-10.3	1.3	6.1
O=C(CCn1c(=O)[nH]c2ccsc2c1=O)N1CCN(c2cccc(Cl)c2)CC1	13.0	-3.7	1.7	.	-7.2	1.7	.	7.2	-0.7

An excerpt from above in order of the AP complement value, descending.
Molecule	AP complement
O=C(CCn1c(=O)[nH]c2ccsc2c1=O)N1CCN(c2cccc(Cl)c2)CC1	13.0
Cc1ccc(S(=O)(=O)N2CCCCC2C(=O)N2CCN(Cc3ccccc3)CC2)cc1 (stereo not given)	3.3
O=C(CN1CCCC1)NCC1(c2ccccc2)CCOCC1	2.4

Compound activity deposited in PubChem by several laboratories.
